# Anesthetic bind: binds horse apoferritin like a general anesthetic; actives 0.074% (n = 350,000); apoferritin/1-aminoanthracene competitive binding, fluorescence; Potency, µM (top dose mostly 77.5 µM), for inactives: top-dose activity change, negative = displacement, usual class: inhibitors; P02791; note: potency is the fitted concentration of half-maximal effect; % is set by controls: 0 for no effect and ±100 for the full control effect; nearly all actives have a fitted effect of over 20% in size
#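 Horse-spleen apoferritin (10 uM) in 50% saturated 1-aminoanthracene in PBS was incubated 10 min at room temperature with compound. Fluorescence (ex 380, em 535 nm) was normalized to free and bound 1-AMA, with concentration-response fitted by a four-parameter Hill equation.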
# LDHA block: blocks human lactate dehydrogenase A | activity change, % (values are at about 110 or 230 µM) | P00338 | actives 0.15% (n = 480,000) | purified LDHA, NADH/diaphorase-resazurin fluorescence; hits give low values; in the data active = activity change below about -30%; inconclusive = mostly about -25% to -30%;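 note: plate controls were DMSO wells for no effect and wells without enzyme for full effect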
#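 Human LDH5 (2 nM) was incubated with 0.06 mM NADH and 0.2 mM pyruvate for 5 min at room temperature in Tris pH 7.4. Remaining NADH was coupled through diaphorase/resazurin, and resorufin fluorescence was read at 0 and 20 min.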
# GRP78 ERSR act: induces the endoplasmic reticulum stress response in human glioma cells; actives 0.02% (n = 420,000); U87-MG GRP78 promoter luciferase reporter, 16 h; Potency, µM, for the others: at the highest dose activation, most hits filed as activators; AID 602332; note: potency is the fitted concentration of half-maximal effect; series mostly up to about 76 µM; % of control where 0% means no effect; nearly all actives have a fitted effect of over 35% in size
#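 ERSR induction read as luciferase luminescence (Bright-Glo, 10 min at room temperature) in stably transfected human U87-MG glioma cells exposed to compounds for 16 h, using GRP78 as sensor.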
# POLK inh: DNA polymerase kappa (human) inhibition; Potency, µM (doses to about 107 µM), inactives show at the top dose activity, negative = inhibition, most hits filed as inhibitors; purified Pol kappa, fluorescent DNA synthesis assay, 10 min; actives 0.53% (n = 400,000); Q9UBT6; note: potency is the fitted concentration of half-maximal effect; % is set by controls: 0 for no effect and ±100 for the full control effect
#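 Here, compound and 10 nM enzyme are combined for 15 min at room temperature; adding 50 nM substrate (final) starts DNA synthesis, tracked by fluorescence at 0 and 10 min against buffer-only wells.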
# BLM helicase inh: Bloom syndrome helicase (human) inhibition. Potency, µM (series often up to 56.1 µM), for inactives: at the highest dose activity change, negative = inhibition, hits mostly inhibitors. P54132. actives 0.2% (n = 350,000). recombinant BLM DNA unwinding, fluorescence dequenching;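 note: potency is the fitted concentration of half-maximal effect; plate controls were vehicle for no effect and no enzyme for full effect; nearly all actives have a fitted effect of over 35% in size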
# POLB inh: DNA polymerase beta (human) inhibition. Pol beta primer extension/strand displacement, fluorescence kinetic. Potency, µM (doses to about 114 µM), for the others: top-dose activity change, negative = inhibition, actives largely listed as inhibitors. actives 1.3% (n = 340,000); note: potency is the fitted concentration of half-maximal effect; % is set by controls: 0 for no effect and ±100 for the full control effect
#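 Curves were derived by four-parameter Hill fits of normalized qHTS data. The kinetic fluorescent primer-extension read was taken at 0 and 10 min after 50 nM substrate, following a 15 min room-temperature preincubation of 10 nM enzyme with compounds.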
# Pol iota inh: inhibitors of human DNA polymerase iota; actives 1% (n = 390,000); Potency, µM (series often up to 115 µM), for inactives: at the highest dose activity, negative = inhibition, hits mostly inhibitors; Pol iota fluorescent replication assay, 10 min; Q9UNA4; note: potency is the fitted concentration of half-maximal effect
# Target sequence (Q9UNA4 whole entry, looked up): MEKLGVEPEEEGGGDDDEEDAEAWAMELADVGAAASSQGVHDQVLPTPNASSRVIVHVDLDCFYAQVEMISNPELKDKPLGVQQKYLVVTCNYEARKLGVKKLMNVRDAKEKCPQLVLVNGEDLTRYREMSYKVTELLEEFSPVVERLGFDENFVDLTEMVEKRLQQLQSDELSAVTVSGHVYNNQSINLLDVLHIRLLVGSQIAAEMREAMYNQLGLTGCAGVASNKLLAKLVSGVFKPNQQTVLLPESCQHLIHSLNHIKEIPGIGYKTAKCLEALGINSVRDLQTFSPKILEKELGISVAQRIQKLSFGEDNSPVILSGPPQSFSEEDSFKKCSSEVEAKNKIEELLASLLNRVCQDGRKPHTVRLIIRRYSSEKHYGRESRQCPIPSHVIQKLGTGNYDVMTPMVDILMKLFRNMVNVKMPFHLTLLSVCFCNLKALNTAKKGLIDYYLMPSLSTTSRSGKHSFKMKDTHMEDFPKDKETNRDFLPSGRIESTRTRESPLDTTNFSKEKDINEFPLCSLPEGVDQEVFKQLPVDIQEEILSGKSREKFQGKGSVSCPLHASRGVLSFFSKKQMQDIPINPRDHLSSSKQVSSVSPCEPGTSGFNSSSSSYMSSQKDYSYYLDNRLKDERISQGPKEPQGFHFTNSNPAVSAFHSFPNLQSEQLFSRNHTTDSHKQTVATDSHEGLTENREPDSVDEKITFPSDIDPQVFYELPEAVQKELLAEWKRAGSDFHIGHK
#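 Fluorescent replication assay read twice, at 0 min and 10 min after adding 50 nM (final) substrate. Enzyme (10 nM) and compounds were first incubated 15 min at room temperature; enzyme-free buffer wells were negative controls.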
# Pol eta inh: DNA polymerase eta (human) inhibition; Q9Y253; recombinant Pol eta, fluorescent DNA replication assay; Potency, µM (series often up to 114 µM), for inactives: at the top dose activity change, negative = inhibition, hits mostly inhibitors; actives 1.2% (n = 390,000); note: potency is the fitted concentration of half-maximal effect; % is set by controls: 0 for no effect and ±100 for the full control effect
#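 Pol eta (10 nM) was preincubated with compounds for 15 min at room temperature, after which fluorescent replication substrate (50 nM final) was added to start the reaction. Fluorescence was read kinetically at 0 and 10 min.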
# APEX1 inh: blocks human APE1 abasic DNA cleavage; recombinant APE1, TAMRA/BHQ-2 abasic DNA cleavage fluorescence; Potency, µM (doses to about 65.8 µM), for the others: at the highest dose activity change, negative = inhibition, most hits filed as inhibitors; actives 0.35% (n = 350,000); AID 2517;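 note: potency is the fitted concentration of half-maximal effect; plate controls were vehicle for no effect and reference inhibitor for full effect; nearly all actives have a fitted effect of over 55% in size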
# Target sequence (P27695 whole entry, looked up): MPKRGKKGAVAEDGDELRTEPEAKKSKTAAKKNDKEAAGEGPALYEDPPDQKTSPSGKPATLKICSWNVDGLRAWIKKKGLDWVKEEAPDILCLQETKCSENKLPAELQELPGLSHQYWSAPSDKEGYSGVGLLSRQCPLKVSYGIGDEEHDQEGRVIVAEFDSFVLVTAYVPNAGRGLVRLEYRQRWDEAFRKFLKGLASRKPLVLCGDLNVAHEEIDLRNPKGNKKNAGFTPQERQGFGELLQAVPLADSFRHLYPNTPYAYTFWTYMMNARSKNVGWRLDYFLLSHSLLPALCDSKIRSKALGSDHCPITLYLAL
#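 Compound pre-exposure to 0.75 nM APE1, 15 min at ambient temperature. Reaction initiated with 50 nM TAMRA/BHQ-2 THF substrate, read immediately in kinetic mode, 525 nm excitation, 598 nm emission.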
# * marks the source's active call; other numbers are inactive results; ? = inconclusive; nt = no result given; & = joins results of further samples; [ ] = remark or other dose. Unless noted, calls come from the whole dose curve; as a rule, active = well fitted curve in the direction sought with a large enough effect; inconclusive = small, poorly fitted or top-dose-only effect, or another doubt; inactive = no such curve, though single readings can be large; an effect the other way counts as inactive or inconclusive. Some of the compounds tested; rates above refer to the full screens.
# Preview, 2 compounds:
1) CCC(C)C(NC(N)=O)C(=O)Nc1ccc(OCc2ccccc2)cc1 (stereo unspecified)
2) Cc1n[nH]c(=O)nc1NCCc1ccccc1
screen / no.	1	2
Anesthetic bind	-12%	-1%
LDHA block	-2	0
GRP78 ERSR act	2%	-4%
POLK inh	6%	-5%
BLM helicase inh	-2%	-1%
POLB inh	-20%	22%
Pol iota inh	-21%	57%[activator]
Pol eta inh	-5%	-1%
APEX1 inh	2%	0%

# Results, previewed entries included:
1) CCC(C)C(NC(N)=O)C(=O)Nc1ccc(OCc2ccccc2)cc1 (stereo unspecified)
2) Cc1n[nH]c(=O)nc1NCCc1ccccc1
3) COc1ccc(Cl)cc1NC(=O)c1sc2nc(-c3ccc(OC)c(OC)c3)ccc2c1N
4) O=[N+]([O-])c1ccc(/C=[N+](\[O-])CCO)o1
5) COc1ccc(-n2c(SCC(N)=O)nc3c(oc4ccccc43)c2=O)cc1
6) CCCCC(=O)Nc1ccc(C(=O)N2CCCC(C(=O)OCC)C2)cc1 (stereo unspecified)
7) CC(=O)c1ccc(NC(=O)COc2ccccc2-c2nc(C)no2)cc1
8) COc1ccc(C2CC(c3ccccc3OC(C)=O)=NN2C(C)=O)cc1 (stereo unspecified)
screen / no.	1	2	3	4	5	6	7	8
Anesthetic bind	-12%	-1%	-15%	-4%	-8%	-11%	1%	-4%
LDHA block	-2	0	4	6	-2	-5	-9	-7
GRP78 ERSR act	2%	-4%	-1%	-7%	-2%	1%	-1%	3%
POLK inh	6%	-5%	-11%	-3%	3%	7%	-26%	-6%
BLM helicase inh	-2%	-1%	-14%	-2%	1%	-2%	-15%	-1%
POLB inh	-20%	22%	29%	1%	26%	31%	14%	1%
Pol iota inh	-21%	57%[activator]	16%	1%	22%	38%[activator]	-16%	?
Pol eta inh	-5%	-1%	-17%	-24%	-20%	-17%	-12%	1%
APEX1 inh	2%	0%	nt	-3%	nt	2%	nt	3%

# The last 3 records of the part above come first, to join the parts:
6) CCCCC(=O)Nc1ccc(C(=O)N2CCCC(C(=O)OCC)C2)cc1 (stereo unspecified)
7) CC(=O)c1ccc(NC(=O)COc2ccccc2-c2nc(C)no2)cc1
8) COc1ccc(C2CC(c3ccccc3OC(C)=O)=NN2C(C)=O)cc1 (stereo unspecified)
9) COc1cccc(-n2nc(C(C)=O)c(=O)[nH]c2=O)c1
10) CSc1nnc(CCNC(=O)OC(C)(C)C)o1
11) CC(C)c1ccc(NC(=O)CN2C(=O)NC(C)(C3CC3)C2=O)cc1 (stereo unspecified)
12) CC1=NOC(=O)/C1=C/c1ccc(O)c(Cl)c1
13) Cc1[nH]c2ccccc2c1CCNC(=O)c1ccc2nccnc2c1
14) Cc1nnc2sc(-c3cccc(NC(=O)c4cccnc4)c3)nn12
15) Cc1ccc2cc(CN(Cc3cccs3)Cc3nnnn3C(C)(C)C)c3nnnn3c2c1
16) COc1ccc(CCNC(=O)C2CCCN(S(=O)(=O)N3CCCCCC3)C2)cc1OC (stereo unspecified)
screen / no.	6	7	8	9	10	11	12	13	14	15	16
Anesthetic bind	-11%	1%	-4%	-3%	5%	nt	-4%	-5%	-2%	-20%	-5%
LDHA block	-5	-9	-7	-3	-8	-18	-10	-3	-4	nt	-1
GRP78 ERSR act	1%	-1%	3%	-7%	-1%	-1%	-2%	7%	-3%	nt	-3%
POLK inh	7%	-26%	-6%	-6%	-15%	-14%	-3%	-2%	-3%	nt	9%
BLM helicase inh	-2%	-15%	-1%	-2%	1%	nt	-2%	2%	3%	-1%	-4%
POLB inh	31%	14%	1%	2%	3%	nt	11%	0%	-2%	20%	-3%
Pol iota inh	38%[activator]	-16%	?	-1%	34%[activator]	-7%	-2%	135%[activator]	?	nt	13%
Pol eta inh	-17%	-12%	1%	-2%	-14%	-17%	9%	-5%	2%	nt	-17%
APEX1 inh	2%	nt	3%	11%	-2%	9%	14%	0%	-3%	-2%	81%[activator]

17) O=C1/C(=C\c2ccc(Br)o2)Cc2ccccc21
18) Cc1ccc(C)c(NS(=O)(=O)c2ccc3c(c2)NC(=O)CO3)c1
19) CCOc1ccc2nc(SCC(=O)NCc3ccc(OC)c(OC)c3)[nH]c2c1
20) Cc1c(C(=O)N2CCN(Cc3ccc4c(c3)OCO4)CC2)sc2ncnc(N3CCN(c4ccccc4)CC3)c12
21) CCOCc1cc(CN2CCN(c3cccc(Cl)c3)CC2)c(O)c2ncccc12
22) COc1cccc(CN2CCN(C(=O)c3ccco3)CC2)c1
23) Nc1nnc(SCC(=O)Nc2nccs2)s1
24) Clc1ccccc1C1=CC(c2ccco2)n2nnnc2N1 (stereo unspecified)
screen / no.	17	18	19	20	21	22	23	24
Anesthetic bind	2%	-18%	-6%	-2%	-17%	12%	3%	-9%
LDHA block	6	-15	1	2	4	-18	1	-5
GRP78 ERSR act	10%	3%	-1%	-3%	-3%	0%	-2%	2%
POLK inh	-9%	-6%	-5%	4%	-3%	7%	6%	-15%
BLM helicase inh	-5%	-1%	-3%	-9%	-3%	-1%	0%	-4%
POLB inh	40µM*	4%	33%	-20%	1%	10%	78%	15%
Pol iota inh	?	0%	-3%	9%	3%	-17%	-8%	29%
Pol eta inh	?	2%	-19%	-10%	-10%	-4%	-8%	-17%
APEX1 inh	-1%	14%	14%	-12%	nt	5%	9%	11%

25) O=C(CN1CCN(Cc2ccccc2)CC1)NCC1COc2ccccc2O1 (stereo unspecified)
26) COc1cccc(NC(=O)NC2(C(F)(F)F)Oc3ccccc3O2)c1
27) Cc1ccc(N2CC(NC(=O)c3ccc(Br)o3)CC2=O)cc1C (stereo unspecified)
28) CCOC(=O)c1cccc(NC(=O)CCn2c(=O)oc3ccccc32)c1
29) CCOC(=O)c1cnc2c(Cl)cc(Cl)cc2c1NCCCN1CCOCC1
30) Cn1c(=O)[nH]c(=O)c2c1nc(OC(=O)c1ccccc1)n2CC(O)COc1ccccc1 (stereo unspecified)
31) CC1Sc2ccc(S(=O)(=O)CCC(=O)N3CCc4ccccc43)cc2NC1=O (stereo unspecified)
32) O=C(COc1ccccc1-c1nc(-c2ccccc2)no1)Nc1cccc([N+](=O)[O-])c1
screen / no.	25	26	27	28	29	30	31	32
Anesthetic bind	-3%	1%	-8%	-1%&-4%	-5%	0%	-10%	-13%
LDHA block	-6	20	-13	-6&-2	-10	-5	0	-4
GRP78 ERSR act	1%	-1%	-2%	-3%&0%	-2%	-4%	2%	-2%
POLK inh	-11%	-12%	-6%[60.1 µM]	-10%&-7%	-6%	-6%	-1%	-2%
BLM helicase inh	5%	-8%	1%	-5%&-3%	-2%	2%	3%	-3%
POLB inh	11%	22%	-7%	43%&3%	18%	4%	24%	1%
Pol iota inh	105%[activator]	11%	11%	32%&9%[activator]	-7%	-6%	34%	6%
Pol eta inh	-9%	-3%	-7%	-12%&-17%	-4%	-17%	-11%	2%
APEX1 inh	2%	24%	nt	18%	17%	-1%	13%	nt

33) COc1ccc(-c2cn3c(n2)sc2cc(C(=O)Nc4cccc(OC)c4)ccc23)cc1
34) CCCCN(C)C(=O)C1CCN(Cc2ccccn2)CC1
35) Cc1ccccc1Nc1nc(N)nc(COC(=O)CCS(=O)(=O)c2ccc(Cl)cc2)n1
36) Cc1nc2ccc(S(=O)(=O)N(C)CC(=O)NCc3ccc(N(C)C)cc3)cc2s1
37) CCOC(=O)c1cc(-c2ccccc2)n(CCC(=O)N2CCN(c3ccc(OC)cc3)CC2)c1C
38) COc1ccc(C)cc1NC(=O)C1CCN(S(=O)(=O)c2ccc3c(c2)C(C)(C)C(=O)N3C)CC1
39) COc1ccc(/C=C/C(=O)c2ccc(OC)cc2OC)cc1
40) CC(c1n[nH]c(=S)n1-c1ccccc1)N1CCCCC1 (stereo unspecified)
screen / no.	33	34	35	36	37	38	39	40
Anesthetic bind	-13%	-8%	nt	-8%	-4%	?	?	-7%
LDHA block	-3	-18	-5	0	5	0	-1	-1
GRP78 ERSR act	-1%	-3%	-3%	2%	-5%	-3%	-1%&2%	-4%
POLK inh	-12%	-2%	-5%	-1%	-11%	-12%	-4%[19.4 µM]	1%
BLM helicase inh	1%	-1%	nt	0%	-10%	-2%	-4%&-8%	-4%
POLB inh	-9%	25%	nt	29%	13%	0%	-1%	?
Pol iota inh	12%	-1%	18%	25%	6%	7%	-11%	-3%
Pol eta inh	0%	-3%	-10%	-25%	-29%	-15%	-16%	-6%
APEX1 inh	nt	-8%	-12%	22%	-7%	14%	-3%	-4%

41) CCCOc1ccc(OCCCCNC(C)CC)cc1 (stereo unspecified)
42) COc1ccc(CC(=O)N/N=C(\C)CC(=O)Nc2ccc(N(C)C)cc2)cc1OC
43) COc1cc(NC(=O)C2C3C=CC(C3)C2C(=O)O)c(OC)cc1Cl (stereo unspecified)
44) CCc1ccccc1NC(=O)CN(C)S(=O)(=O)c1cccc2nsnc12
screen / no.	41	42	43	44
Anesthetic bind	-18%	2%	-11%	-13%
LDHA block	-16	3	13	-5
GRP78 ERSR act	-6%	-2%	-2%	0%
POLK inh	-2%	-1%	1%	0%
BLM helicase inh	-2%	-2%	3%	-2%
POLB inh	9%	26%	-1%	4%
Pol iota inh	7%	27%	7%	-10%
Pol eta inh	-4%	-1%	3%	-2%
APEX1 inh	4%	-9%	1%	nt

# Reformatted with tabs: part of the list above
no.	SMILES	Anesthetic bind	LDHA block	GRP78 ERSR act	POLK inh	BLM helicase inh	POLB inh	Pol iota inh	Pol eta inh	APEX1 inh
23	Nc1nnc(SCC(=O)Nc2nccs2)s1	3%	1	-2%	6%	0%	78%	-8%	-8%	9%
24	Clc1ccccc1C1=CC(c2ccco2)n2nnnc2N1 (stereo unspecified)	-9%	-5	2%	-15%	-4%	15%	29%	-17%	11%
